# High-throughput results (PubChem)
# NR2E3 ag-1: inhibitors of NR2E3-RetCOR corepressor binding, primary screen, NR2E3 agonist project, biochemical, TR-FRET, GST-NR2E3, biotin-RetCOR; actives 0.12% (n = 320,000); inhibition of corepressor binding, % at 4.78 µM; AID 2300, 2010; Photoreceptor-specific nuclear receptor (Homo sapiens), Q9Y5X4; 1536-well;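 active = percent inhibition above the cutoff of mean plus 3 SD of all tested compounds, set per screening campaign, cut at about 20% in these data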;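 note: 0% = DMSO wells and 100% = biotin wells as full block of FRET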
# Target sequence (Q9Y5X4 whole entry, looked up): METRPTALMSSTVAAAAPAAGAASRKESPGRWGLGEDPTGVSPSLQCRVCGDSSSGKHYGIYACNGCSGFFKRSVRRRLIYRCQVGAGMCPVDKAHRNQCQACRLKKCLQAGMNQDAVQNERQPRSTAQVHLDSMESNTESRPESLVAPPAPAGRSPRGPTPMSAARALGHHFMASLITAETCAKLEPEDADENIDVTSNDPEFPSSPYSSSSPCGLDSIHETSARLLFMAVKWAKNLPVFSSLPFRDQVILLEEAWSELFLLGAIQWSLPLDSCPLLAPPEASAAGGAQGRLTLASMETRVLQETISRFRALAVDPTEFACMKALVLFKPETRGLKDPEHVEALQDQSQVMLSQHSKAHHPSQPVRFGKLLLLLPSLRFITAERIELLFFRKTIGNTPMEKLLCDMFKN
#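 Material – GST-tagged NR2E3 plus biotinylated RetCOR corepressor · Quantity – NR2E3 fusion 1.35 nM · Times – 5 h incubation at 4 °C · Medium – pH 7.5 Tris-based buffer · Technique – TR-FRET, Eu(K)-anti-GST donor, streptavidin-D2 acceptor, ex 340, em 617/671 nm · Benchmarks – high control biotin, low control 0.6% DMSO · Format – 1536-well plates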
# HIF-2a inh: HIF-2a reporter inhibitors, primary screen, luminescence, 786-0 RCC cells | inhibition, % at 18.8 µM | actives 0.72% (n = 360,000) | 786-0 RCC cells HIF-2a reporter, luciferase luminescence, overnight;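 active = inhibition of the luminescence signal of 40% or more relative to plate controls, in a single-dose primary screen at 18.75 µM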
# Peg3 promoter: Peg3 promoter-driven luciferase inhibitors, primary screen, cell-based, HeLa, luciferase luminescence. HeLa PEG-Prom luciferase reporter, overnight. inhibition, % at 20 µM. actives 1.7% (n = 360,000);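 active = inhibition of at least 50% at 20 µM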
# Shn3 3UTR inh: reduction of Shn3 3'UTR firefly luciferase signal, primary screen, Schnurri-3 inhibitor project, cell-based, Clone20 osteoblasts, set 2 | Clone20 osteoblast Shn3 3'UTR firefly luciferase, 24 h | inhibition, % at 12.5 µM | actives 0.52% (n = 360,000);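 active = mean inhibition of at least 75% with every replicate also reaching 75%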;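 note: 0% = median of neutral control wells and 100% = pilot-screen positive control compound; some compounds past the cut are filed as inactive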
# Vif inh: HIV Vif self-association inhibitors, primary screen, imaging, HEK293T, single point. HEK293T cells, Vif self-association by quenched fluorescence, 24 h. inhibition, % at 7.49 µM. actives 0.35% (n = 340,000); in the data active = inhibition above about 50%, passing the limit was not always enough; note: some results filed as inactive read as strong as hits
# PDI inh: inhibitors of human PDI, primary screen, biochemical, turbidity, single point, plate reader; inhibition, % at 10 µM; PDI insulin aggregation turbidity, A650, 90 min; Protein disulfide-isomerase (Homo sapiens), P07237; actives 0.052% (n = 350,000);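 active = mean inhibition across replicates of 30% or more, whatever share of single replicates reach that level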;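 note: absorbance from insulin aggregation driven by PDI reduction with DTT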
# Target sequence (P07237 whole entry, looked up): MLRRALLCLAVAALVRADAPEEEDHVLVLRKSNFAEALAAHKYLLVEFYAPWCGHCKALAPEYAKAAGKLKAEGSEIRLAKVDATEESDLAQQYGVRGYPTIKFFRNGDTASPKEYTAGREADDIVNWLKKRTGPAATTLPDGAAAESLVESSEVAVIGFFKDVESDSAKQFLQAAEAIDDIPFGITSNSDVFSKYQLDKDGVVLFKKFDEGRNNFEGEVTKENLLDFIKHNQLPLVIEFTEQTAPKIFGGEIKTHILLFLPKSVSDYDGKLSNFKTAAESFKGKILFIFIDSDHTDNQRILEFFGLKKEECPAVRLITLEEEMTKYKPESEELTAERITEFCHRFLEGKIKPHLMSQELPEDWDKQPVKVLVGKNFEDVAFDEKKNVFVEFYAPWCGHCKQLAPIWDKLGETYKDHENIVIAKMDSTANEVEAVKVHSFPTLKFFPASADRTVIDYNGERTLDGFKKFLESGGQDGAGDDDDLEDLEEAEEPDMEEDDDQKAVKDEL
# CF NFkB block: inhibitors of PAF-induced NF-kB signaling, primary screen, cell-based, GFP fluorescence, uHTS. KKLEB NF-kB-GFP reporter, GFP fluorescence overnight. inhibition, % at 5 µM. actives 0.86% (n = 360,000);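 active = at least 50% inhibition at 5 µM, scaled per plate between neutral and stimulator controls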;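 note: PAF is a Pseudomonas aeruginosa culture filtrate used as stimulus; plate controls were PAF-stimulated DMSO wells for no effect and unstimulated DMSO wells for full effect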
# TRPM1 prom inh: inhibitors of MITF-dependent TRPM1 promoter reporter, primary screen, cell-based, SK-MEL-5, single point, luciferase; actives 0.83% (n = 330,000); AID 488899, 2010; inhibition, % at 12.5 µM; SK-MEL-5 TRPM1 promoter luciferase, 24 h;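 active = mean inhibition across replicates of 60% or more, whatever share of single replicates reaches that level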; note: values of inactives mirror those of a sister screen read the other way
# NR2E3 ag-2: NR2E3 agonists in two-hybrid cells, primary screen, cell-based, luminescence, CHO-S, Gal4-NCOR/VP16-NR2E3. inhibition of corepressor binding, % at 3.98 µM. actives 0.35% (n = 360,000). AID 602229, 2012. Photoreceptor-specific nuclear receptor (Homo sapiens), Q9Y5X4. luciferase;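 active = inhibition above the mean of all tested compounds plus 3 SD, cut at about 70% in these data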;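 note: 0% = DMSO with NR2E3 transfected cells and 100% = cells lacking NR2E3 construct; higher means lower luciferase signal from less NR2E3 corepressor binding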
# CaV13 ICDI inh: Disruptors of the CACNA1D IQ motif to Ca2+-dependent inactivation inhibitor domain association, primary screening, Förster resonance energy transfer in intact living …; inhibition, % at 12.3 µM; actives 0.098% (n = 340,000); HEK cells, CFP/YFP FRET ICDI-IQ, plate reader, 10 min; percent FRET-ratio fall versus neutral wells; AID 743397;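 active = mean replicate inhibition of at least 30% and at least 1% of replicates passing that level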;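 note: 0% = median of the neutral control wells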
# KKLEB tox: cytotoxicity in KKLEB CF airway cells, primary screen, cytotoxicity control for CF NF-kB inhibitor project, cell-based, uHTS, fluorescence assay plates; KKLEB CF airway cells viability, ATPlite luminescence, overnight; hits give low values; cells stimulated with P. aeruginosa culture filtrate; activity change (cytotoxicity), % at 5 µM; actives 0.36% (n = 360,000); AID 602141, 2011;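 active = corrected activity change at or below -50% at 5 µM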
# Active calls of the source: *; / = no result given.
SMILES,NR2E3 ag-1,HIF-2a inh,Peg3 promoter,Shn3 3UTR inh,Vif inh,PDI inh,CF NFkB block,TRPM1 prom inh,NR2E3 ag-2,CaV13 ICDI inh,KKLEB tox
NC(Cc1ccc(C(F)(F)F)cc1)c1csc(NC(=O)Nc2ccccc2)n1 (configuration not stated),/,7,94*,-5,/,12,6,/,-3,-4,-9
COP(=O)(OC)C(Nc1cc(Cl)cc(Cl)c1)c1cccc(O)c1 (configuration not stated),3,12,10,3,19,3,20,-6,-12,-4,-11
CN(C)c1ccc(NC(=O)c2ccc(N3CCOCC3)nc2)cc1,-7,-120,-189,-33,5,-3,-11,-39,-64,/,1
CC(C)NC(=O)N(C)C[C@H]1Oc2ncc(Br)cc2C(=O)N([C@H](C)CO)C[C@@H]1C,/,19,-13,-7,-1,1,-12,/,-7,/,1
C/C(N)=C(/C#N)C(=O)COC(=O)c1oc2ccccc2c1COC(C)C,-6,14,13,15,0,8,20,18,-7,-6,8
COc1ccc(Cn2c(C)nc3oc4cc(OC)ccc4c(=O)c3c2=O)cc1,/,8,15,0,-7,10,-13,0,-35,-5,2
CN(Cc1ccccc1)C(=O)c1nc[nH]c1C(=O)N1CCN(c2ccccc2)CC1,-2,-5,-1,1,-4,-7,-7,/,7,-6,-10
C=CCNC(=O)C(C)N1c2cccc3cccc(c23)S1(=O)=O (configuration not stated),0,-59,29,-1,1,-2,3,7,21,-4,9
COc1ccc(C(=O)CNc2ccc3ccccc3c2)cc1,/,-117,-103,-45,2,1,0,2,-78,-4,8
COc1ccc(N2C(=O)CC(N3CCOCC3)C2=O)cc1 (configuration not stated),0,12,-17,-14,6,-1,-5,0,-29,-5,-4
C/C(=N\NS(=O)(=O)c1ccccc1)c1ccccc1,6,11,18,-5,-1,5,1,2,4,-3,-5
Cc1ccc2nc(-c3ccccc3)c(Cc3ccccn3)n2c1,/,-181,-223,-77,/,/,-27,/,-74,-5,-7

# Given with each value named: entries from further up
SMILES: CN(Cc1ccccc1)C(=O)c1nc[nH]c1C(=O)N1CCN(c2ccccc2)CC1
  NR2E3 ag-1: -2 | HIF-2a inh: -5 | Peg3 promoter: -1 | Shn3 3UTR inh: 1 | Vif inh: -4 | PDI inh: -7 | CF NFkB block: -7 | TRPM1 prom inh: / | NR2E3 ag-2: 7 | CaV13 ICDI inh: -6 | KKLEB tox: -10

SMILES: C/C(N)=C(/C#N)C(=O)COC(=O)c1oc2ccccc2c1COC(C)C
  NR2E3 ag-1: -6 | HIF-2a inh: 14 | Peg3 promoter: 13 | Shn3 3UTR inh: 15 | Vif inh: 0 | PDI inh: 8 | CF NFkB block: 20 | TRPM1 prom inh: 18 | NR2E3 ag-2: -7 | CaV13 ICDI inh: -6 | KKLEB tox: 8

# New compounds follow.
SMILES,NR2E3 ag-1,HIF-2a inh,Peg3 promoter,Shn3 3UTR inh,Vif inh,PDI inh,CF NFkB block,TRPM1 prom inh,NR2E3 ag-2,CaV13 ICDI inh,KKLEB tox
CC(C)(C)[C@@H]1CCC(=O)N(CC[C@H](Sc2ccccc2)c2ccccc2)CC1,1,15,15,15,-6,3,21,0,-5,-4,-6
COc1cc(C=Nc2ccccc2C(=O)Nc2ccccc2)cc(OC)c1OC,-2,-26,-75,-37,1,0,-16,-17,-2,-3,7
CCc1cccc(NC(=O)c2cccc(S(=O)(=O)N3CCN(C)CC3)c2)c1,2,11,19,1,16,-1,0,2,-18,-3,-25
COc1ccc(-c2cc(=O)c3c(O)c(OC)c(O)cc3o2)cc1,1,-257,-109,-34,-5,/,-9,/,-90,/,-4
O=C(CSCCO)Nc1ccc(C23CC4CC(CC(C4)C2)C3)cc1,-2,14,-287,-9,3,1,6,-46,41,-5,-9
COc1cc(C(CC(=O)O)n2cnnn2)ccc1OC(C)C (configuration not stated),2,8,4,-14,4,-4,-25,1,-5,7,12
CC(=O)c1sc(NC(=O)CN2C(=O)NC3(CCCC3)C2=O)nc1-c1ccccc1,-1,19,4,3,-9,-3,-8,-9,0,-14,0
CCOC(=O)c1c(N)sc2c(NC(C)=O)cccc12,-1,-30,9,-25,6,5,-16,19,2,/,4
COC(=O)[C@@H]1C[C@H]2CC[C@H](O)C[C@H]2N1Cc1ccc(C)s1,4,12,2,17,2,-1,12,-5,6,-7,0
Nn1cnnc1SCC(=O)Nc1ccc2c(c1)OCO2,-4,-3,10,0,-1,-1,-2,5,-27,/,0
CC(=O)Nc1cccc(/C(C)=N/NC(=O)c2cccc(S(=O)(=O)N3CCCC3)c2)c1,/,8,10,10,/,3,-4,/,11,-11,-13
CC(=O)N1CC(C)c2scc(C)[n+]2-c2ccccc21 (configuration not stated),0,14,6,-10,/,-8,-12,-5,10,-4,3

# Further records follow:
# Order of results: NR2E3 ag-1	HIF-2a inh	Peg3 promoter	Shn3 3UTR inh	Vif inh	PDI inh	CF NFkB block	TRPM1 prom inh	NR2E3 ag-2	CaV13 ICDI inh	KKLEB tox
> Cc1cc(=O)[nH]c(N/N=C/c2ccc(OC(=O)c3cccnc3)cc2)n1
    -2	4	9	5	-2	-3	-12	-4	4	-16	-6
> Cc1ccccc1OCC(=O)NC(=S)Nc1cccc2cc(O)ccc12
    2	2	2	0	-1	-3	16	2	-9	/	-1
> Cc1occc1C(=O)N1CCN(S(C)(=O)=O)CC1
    -2	11	0	3	3	-2	1	-1	-23	-4	-4
> COc1ccc(-n2c(C)nc(N)c2C(=O)c2ccccc2)cc1
    4	13	-9	-1	-5	4	-1	-1	-14	-18	1
> Nc1cccnc1Sc1ccc(Cl)cc1
    5	-21	-1	-26	10	0	0	5	10	-4	2
> CCc1ccc(Nc2cnn(-c3nc4ccccc4s3)c(=O)c2Cl)cc1
    -1	-221	-119	-6	-6	0	6	-15	-54	-2	14
> Cn1c(=O)[nH]c(=O)c2c1nc(N)n2Cc1ccccc1
    -2	3	-10	-20	-7	-8	-20	-23	-14	-19	-1
> CCn1nc(C)c(/C=N\NC(=O)c2ccc3c(c2)OCO3)c1C
    2	-13	-5	-9	11	-1	-5	30	0	-4	0
> O=C1c2cccc(NCCNCCO)c2C(=O)c2cccc(NCCNCCO)c21
    /	78*	99*	-29	-17	-3	-82	81*	26	-6	13
> Cn1cnc2nc[nH]c2c1=S
    /	12	-1	10	-6	1	3	12	-7	-3	9
> COc1cc(NC(=O)CSc2ncnc3sc4c(c23)CCC(C)C4)c(C(=O)O)cc1OC (configuration not stated)
    5	4	15	-8	-3	-3	-15	3	17	-2	-1
> COC1OC2COC(c3ccccc3)OC2C(O)C1N (configuration not stated)
    /	4	6	-3	7	3	-27	11	-17	-16	4
> CC(C)CC1c2[nH]c3ccccc3c2CCN1C(=O)CCC(=O)N(C)C (configuration not stated)
    4	-61	-51	-8	2	-9	-5	11	-35	-6	3
> Cc1ccc(NC(=O)CN2CCc3cc4c(cc3C2C)OCCCO4)cc1 (configuration not stated)
    -1	1	7	23	-3	-5	0	13	26	-7	0
> CCSC1=C(C#N)C(c2ccccc2Cl)CC(=O)N1 (configuration not stated)
    1	-3	1	-15	13	-20	-5	-11	-3	-3	1
> O=C(CCCN1C(=O)c2cccc3cccc(c23)C1=O)NCc1cccnc1
    3	-10	-24	18	1	-1	-16	-9	-9	6	-2
> CCc1nonc1NC(=O)c1oc2ccccc2c1C
    1	-191	-135	-34	-7	-4	0	-31	6	-3	-11
> COc1ccc(NC(=O)CSc2nnc(NC(=O)c3ccco3)s2)cc1OC
    -1	-18	-24	-2	-3	17	-5	2	6	-7	16
> COC(=O)c1ccc(NC(=S)N2CCN(Cc3cccc(C)c3)CC2)cc1
    1	13	15	60	8	-7	15	9	-4	-6	-20
> Cc1ccc(-c2nnn(CC(=O)N(CCO)C(C(=O)NC3CCCC3)c3ccc(F)cc3)n2)o1 (configuration not stated)
    1	6	-4	-26	0	1	-20	-1	17	-4	9
> CC(C)OC(=O)Cn1c(-c2ccccc2)c(-c2ccccc2)nnc1=O
    4	6	19	-10	21	-6	16	11	-13	9	-7
> Cc1ccccc1OCCSc1nc2ccccc2n1CCC(=O)O
    1	0	-6	-8	10	4	-4	8	-12	-3	8
> O=C(COC(=O)C1CCC1)NC(=O)c1ccccc1
    -2	4	6	0	-8	-3	-2	3	-28	/	0
> Nc1nc2ccccc2n1CCOc1ccc(F)cc1
    4	19	16	18	-1	-12	-8	7	-24	-1	-6
> CC(NC(=O)CSc1ncccn1)c1ccc(Cl)cc1Cl (configuration not stated)
    -2	-14	15	40	-2	-1	23	2	-8	-18	-4
> O=S(=O)(Nc1nccs1)c1cc(Cl)ccc1Cl
    4	12	15	2	-1	6	-1	6	-2	/	-2
> c1ccc2c(c1)COc1c3cc4c(cc3nn1-2)OCO4
    /	-200	-369	-58	-4	-1	-65	/	-71	-6	-23

# Of the compounds above, these contain an aryl thioether with sulfur outside any ring.
# Order of results: NR2E3 ag-1	HIF-2a inh	Peg3 promoter	Shn3 3UTR inh	Vif inh	PDI inh	CF NFkB block	TRPM1 prom inh	NR2E3 ag-2	CaV13 ICDI inh	KKLEB tox
> CC(C)(C)[C@@H]1CCC(=O)N(CC[C@H](Sc2ccccc2)c2ccccc2)CC1
    1	15	15	15	-6	3	21	0	-5	-4	-6
> Nn1cnnc1SCC(=O)Nc1ccc2c(c1)OCO2
    -4	-3	10	0	-1	-1	-2	5	-27	/	0
> Nc1cccnc1Sc1ccc(Cl)cc1
    5	-21	-1	-26	10	0	0	5	10	-4	2
> COc1cc(NC(=O)CSc2ncnc3sc4c(c23)CCC(C)C4)c(C(=O)O)cc1OC (configuration not stated)
    5	4	15	-8	-3	-3	-15	3	17	-2	-1
> COc1ccc(NC(=O)CSc2nnc(NC(=O)c3ccco3)s2)cc1OC
    -1	-18	-24	-2	-3	17	-5	2	6	-7	16
> Cc1ccccc1OCCSc1nc2ccccc2n1CCC(=O)O
    1	0	-6	-8	10	4	-4	8	-12	-3	8
> CC(NC(=O)CSc1ncccn1)c1ccc(Cl)cc1Cl (configuration not stated)
    -2	-14	15	40	-2	-1	23	2	-8	-18	-4
